PfHsp40 rescue = restores yeast growth despite PfHsp40 toxicity. 340,000 compounds, 0.68% hits. growth rescue, % at 12.5 µM. AID 504582. S. cerevisiae expressing PfHsp40, growth rescue, ATP luminescence; in the data active means growth rescue above about 28%, passing the limit was not always enough; inconclusive means no clear call, values can overlap the other calls;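 further: yeast W303a lacking pdr1 and pdr3 grown in galactose medium; growth measured after three days at 30 °C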
Y pestis TopoI = Y. pestis Topo-I inhibition via cleavage products | Y. pestis Topo-I cleavage product accumulation, plate reader | activity, % at 10 µM | 360,000 compounds, 0.064% hits | AID 504884; in the data active means activity above about 50%, passing the limit was not always enough; inconclusive means no clear call, values can overlap the other calls; further: inactives centre near 2
BoNT A protease = inhibitors of Botulinum neurotoxin A light chain protease; inhibition, % at 10 µM; 360,000 compounds, 0.17% hits; multiplex microsphere protease substrate cleavage, flow cytometry; further: plate controls were buffer without enzyme for full effect and enzyme alone for no effect
PrPC surface inh = reduces human prion protein on the cell surface | P04156 | inhibition, % at 13.8 µM | cell surface PrPC, TR-FRET read-out | 370,000 compounds, 0.43% hits; in the data active means inhibition above about 24%; further: 0% = median of the test wells and 100% = reference compound wells
BoNT-F LC inh = blocks Botulinum neurotoxin F light chain protease; inhibition, % at 10 µM; AID 588497; Multiplex microsphere protease cleavage assay, flow cytometry; 360,000 compounds, 0.22% hits; in the data active means inhibition above about 35%, passing the limit was not always enough; inconclusive means no clear call, values can overlap the other calls; further: plate controls were buffer without enzyme for full effect and enzyme alone for no effect
Anthrax LF inh2 = anthrax lethal factor protease inhibition; multiplex microsphere protease cleavage assay, LF; inhibition, % at 10 µM; 360,000 compounds, 0.12% hits; AID 588501; further: plate controls were buffer without enzyme for full effect and enzyme alone for no effect
Target sequence (P15917 whole entry, looked up): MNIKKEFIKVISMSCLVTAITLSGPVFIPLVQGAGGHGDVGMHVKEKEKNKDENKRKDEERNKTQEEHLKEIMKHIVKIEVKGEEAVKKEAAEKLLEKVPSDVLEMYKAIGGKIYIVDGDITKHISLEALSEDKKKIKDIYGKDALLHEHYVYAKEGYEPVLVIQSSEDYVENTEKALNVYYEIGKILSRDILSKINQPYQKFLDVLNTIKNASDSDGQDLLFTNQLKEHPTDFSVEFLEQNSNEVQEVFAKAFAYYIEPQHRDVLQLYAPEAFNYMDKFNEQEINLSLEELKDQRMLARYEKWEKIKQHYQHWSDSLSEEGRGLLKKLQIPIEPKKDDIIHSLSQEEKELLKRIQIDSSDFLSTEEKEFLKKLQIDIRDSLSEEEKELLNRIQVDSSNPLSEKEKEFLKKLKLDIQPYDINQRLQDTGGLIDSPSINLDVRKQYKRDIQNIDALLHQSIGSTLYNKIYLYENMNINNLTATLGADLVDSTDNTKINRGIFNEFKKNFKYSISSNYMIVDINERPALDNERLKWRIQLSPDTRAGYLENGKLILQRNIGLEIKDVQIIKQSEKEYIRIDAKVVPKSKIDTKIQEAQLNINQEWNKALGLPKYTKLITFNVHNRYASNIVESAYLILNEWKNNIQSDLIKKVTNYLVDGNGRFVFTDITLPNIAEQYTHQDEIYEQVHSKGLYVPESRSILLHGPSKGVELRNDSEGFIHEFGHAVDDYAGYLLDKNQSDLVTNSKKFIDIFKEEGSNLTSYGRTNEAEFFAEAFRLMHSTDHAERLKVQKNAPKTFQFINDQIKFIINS
CCHF vOTU inh = blocks the CCHF virus ovarian tumor domain protease | inhibition, % at 11.5 µM | CCHFV vOTU protease, Pep-AMC fluorescence | AID 651958 | 370,000 compounds, 0.55% hits; in the data active means inhibition above about 30%; further: 0% = vehicle wells with enzyme and 100% = no enzyme wells
FadD28 binding = inhibitors of Mycobacterium tuberculosis FadD28 bisubstrate binding; 360,000 compounds, 0.22% hits; FadD28 bisubstrate probe binding, fluorescence polarization; inhibition, % at 12.5 µM; AID 588549; in the data active means inhibition above about 8.5%, passing the limit was not always enough; inconclusive means no clear call, values can overlap the other calls
TcdB inh = inhibitors of Clostridioides difficile toxin B glycohydrolase. P18177. TcdB glycohydrolase enzymatic assay, plate reader. inhibition, % at 9.99 µM. 350,000 compounds, 0.24% hits. AID 652162; in the data active means inhibition above about 10%
An asterisk follows results filed as active; ? = inconclusive; . = no result given; & = joins results of further samples. Unless noted, no stated cut-off is given here; in the data, active means inhibition above about 30%; inconclusive means no clear call, values can overlap the other calls; inactive means below that.

molecule | PfHsp40 rescue | Y pestis TopoI | BoNT A protease | PrPC surface inh | BoNT-F LC inh | Anthrax LF inh2 | CCHF vOTU inh | FadD28 binding | TcdB inh
CC(=O)NCCNc1nc2cc(-c3ccc(Cl)cc3C)sc2c(=O)n1C | . | 28 | 0.0 | -5 | -1 | -4 | 9 | -3.2 | 0.1
CCCN(C)C1CN(Cc2cn(Cc3ccc(Cl)cc3)nn2)S(=O)(=O)C1 (stereo not given) | . | . | 0.6 | 7 | 4 | -8 | 1 | . | 0.0
Oc1cccc(/C=N/Nc2cccc3cccnc23)c1 | 0.3 | -26 | -0.1 | -7 | -2 | -1 | 7 | 2.4 | -0.7
CCc1nn(C(C)C(=O)N2CCc3ccccc3C2)c(=O)c2cc3occc3n12 (stereo not given) | -0.4 | 5 | 0.5 | -5 | -6 | 0 | -4 | -3.1 | .
C=CCn1c(SCC(=O)Nc2ncc(Cc3ccc(C)c(Cl)c3)s2)nnc1-c1ccncc1 | -0.5 | -2 | 0.0 | -6 | -8 | -7 | -7 | -0.7 | .
Cc1ccc2c(CC(=O)NNC(=O)c3ccccc3)coc2c1 | -1.1 | -1 | -0.4 | 5 | 1 | 1 | 7 | -1.2 | -0.2
O=C(NS(=O)(=O)Nc1ccccc1)C1=C(N2CCCC2)COC1=O | -0.3 | 4 | -0.7 | 4 | -12 | -2 | -7 | 0.1 | 0.7
Oc1ccc(Cl)cc1-c1cc(-c2ccccc2Cl)[nH]n1 | 3.0 | -1 | -0.3 | 1 | 2 | -8 | 2 | -2.3 | .
Clc1ccc(OCCSc2ncccn2)c2ccccc12 | -0.4 | 5 | 1.9 | 0 | 0 | -5 | 13 | 0.1 | .
COc1ccc(/C=N/NC(=O)c2[nH]c3ccc(C)cc3c2-c2ccccc2)c(C(=O)O)c1OC | 0.5 | 9 | 1.9 | 9 | 1 | -7 | 24 | -3.5 | 1.5
O=C(N/N=C/c1c[nH]c2ccc(Br)cc12)c1ccc2c(c1)OCO2 | 1.0 | -17 | -0.9 | -2 | -3 | -4 | 3 | ? | -0.1
CCn1cc([N+](=O)[O-])c(C(=O)N2N=C(c3ccc(O)c(OC)c3)CC2c2ccccc2O)n1 (stereo not given) | 1.0 | 0 | -0.6 | 14 | -2 | 0 | 4 | -5.1 | 2.6
CCOC(=O)Cc1nnc(NCc2ccccc2)c2ccccc12 | -0.2 | 3 | -0.7 | -1 | 7 | -3 | -7 | -4.4 | 0.9
CCOC(=O)c1cnn(-c2ccccc2)c1-c1ccccc1 | -0.1 | 10 | 0.3 | -2 | 0 | 0 | 3 | -2.5 | .
N=C1/C(=C\c2ccc(OC(=O)c3ccco3)cc2)C(=O)N=C2SC=NN12 | -0.2 | -2 | -2.0 | 7 | -15 | 0 | 6 | -0.9 | -0.7
Cc1ccc(C(=O)N/C(=C/c2ccco2)C(=O)N2CCOCC2)cc1 | -0.7 | 1 | 1.3 | -3 | 4 | -2 | -2 | -0.8 | -1.2
CC(C)C(OC(=O)/C=C/c1ccc2c(c1)OCO2)C(=O)NC(N)=O (stereo not given) | -0.1 | 0 | -0.5 | 0 | 1 | 1 | -2 | 0.7 | 0.0
CCc1ccc(NC(=O)COC(=O)/C(=C/c2ccccc2OC)c2ccccc2)cc1 | -0.3 | 31 | -1.0 | -5 | -7 | 0 | 6 | -2.4 | 0.6
CCCCCN(C(=O)CCCSc1nncs1)c1c(N)n(CCCC)c(=O)[nH]c1=O | 0.2 | 2 | -0.1 | 4 | -4 | -1 | 7 | -1.3 | 4.6
COc1ccc(Br)cc1C(=O)NC(=S)Nc1c(C)n(C)n(-c2ccccc2)c1=O | -0.8 | 1 | -0.3 | 3 | -5 | -12 | -6 | 0.6 | -2.2
CCn1ncc(S(=O)(=O)NCc2ccco2)c1C | 0.3 | 6 | 2.7 | 2 | 2 | 0 | -6 | 0.1 | 0.3
CCOc1ccc(/C=N/NC(=O)Cc2csc(Nc3cccc(C(F)(F)F)c3)n2)c(OCC)c1 | -1.7 | -3 | -0.3 | -3 | -2 | -4 | 16 | -1.1 | -0.2
Oc1ccc(COCc2ccccc2)c2cccnc12 | ? | -1 | -1.8 | 6 | -20 | 1 | 2 | -2.1 | .
Cc1ccc(C(=O)CCC(=O)OCC(=O)NNC(=O)c2ccc([N+](=O)[O-])cc2)cc1 | -1.4 | -14 | -0.7 | -18 | 11 | -2 | 4 | -0.7 | 9.3
COC1OC(c2ccccc2)=C(c2cnc(N)nc2)c2ccc(F)cc21 (stereo not given) | . | . | -0.4 | -9 | 0 | -6 | -1 | . | 1.7
COc1ccc(S(=O)(=O)N(C)C[C@H]2OCCCC[C@H](C)Oc3ccc(NC(=O)Nc4ccc(F)cc4)cc3C(=O)N([C@H](C)CO)C[C@H]2C)cc1 | . | 20 | -0.1 | 0 | -2 | -4 | 8 | -50 | 0.6&0.7
COCC(=O)N1CCC(Oc2ccc(C(=O)NCc3cc(C)n(C)n3)cc2)CC1 | 0.7 | 6 | 1.5 | 1 | 6 | -2 | -7 | -0.9 | 0.3
Cc1nc(C)c(-c2csc(Nc3ccc(N)cc3)n2)s1 | -0.7 | -11 | -1.0 | -12 | -72 | -2 | -10 | -5.0 | 2.8
O=c1cc(/C=C/c2ccccc2)oc2ccccc12 | 6.2 | 3 | ? | -15 | 6 | 1 | 0 | -3.8 | .
CC(C)C[C@@H]1COc2cccc(N3CCN(C)CC3)c2S(=O)(=O)N1 | . | . | 0.2 | -6 | -2 | 4 | -7 | . | -0.2
COC(=O)c1ccc(C(=O)OC)c(NC(=O)COC(=O)CC2CC3CCC2C3)c1 (stereo not given) | 0.9 | 11 | 0.7 | 4 | ? | -1 | 13 | -4.1 | .
Cc1ccc(NC(=O)c2ccc(C#CC3(O)CCCCC3)cc2)cc1C | 0.2 | 0 | 1.4 | -1 | 1 | -7 | -10 | 0.5 | 1.0
O=[N+]([O-])c1ccc(/C([O-])=C(/C(=S)Nc2ccccc2F)[n+]2ccccc2)cc1 | -0.5 | -16 | 3.4 | -8 | -9 | -7 | 3 | -1.9 | 0.8
C=CCOc1ccc2c(c1)c(S(=O)(=O)c1ccc(C)cc1)cn2COC | -0.5 | 43 | 0.3 | -3 | -12 | 2 | 10 | -1.3 | .
CCOc1ccc(C(=O)Nc2cccc(-c3nc4ccccc4[nH]3)c2C)cc1[N+](=O)[O-] | 1.8 | -3 | -0.3 | -2 | 0 | 1 | 11 | -1.8 | 1.0
O=C(CCc1nnc2ccc(NCc3ccco3)nn12)Nc1cccc(F)c1 | -1.0 | 5 | -0.5 | 3 | -2 | 0 | 6 | -1.2 | -1.0
CCOC(=O)/C=C1\Nc2ccccc2OC1=O | -1.0 | -1 | -1.0 | -8 | 3 | -2 | -3 | -1.0 | -1.0
COc1ccc(-c2nc3n(c2C)CCC3)cc1 | 0.0 | -7 | -1.2 | 2 | ? | 6 | -2 | 0.2 | -0.9
Cc1ccccc1OCC(=O)Nc1ccc(C(=O)Nc2ccccc2C(=O)O)cc1 | 2.0 | 11 | -1.5 | 0 | -24 | -2 | -1 | -5.9 | -0.2
COC(=O)c1sc(NC(=S)NC(=O)c2ccc(C)cc2)nc1C | -0.5 | 0 | . | 3 | . | . | -8 | 0.9 | -0.6

One compound at a time, from the list above. Values in the order: PfHsp40 rescue | Y pestis TopoI | BoNT A protease | PrPC surface inh | BoNT-F LC inh | Anthrax LF inh2 | CCHF vOTU inh | FadD28 binding | TcdB inh
`O=[N+]([O-])c1ccc(/C([O-])=C(/C(=S)Nc2ccccc2F)[n+]2ccccc2)cc1` is entered as -0.5 | -16 | 3.4 | -8 | -9 | -7 | 3 | -1.9 | 0.8
`COC(=O)c1ccc(C(=O)OC)c(NC(=O)COC(=O)CC2CC3CCC2C3)c1` (stereo not given) is entered as 0.9 | 11 | 0.7 | 4 | ? | -1 | 13 | -4.1 | .

Continued:
molecule | PfHsp40 rescue | Y pestis TopoI | BoNT A protease | PrPC surface inh | BoNT-F LC inh | Anthrax LF inh2 | CCHF vOTU inh | FadD28 binding | TcdB inh
Cc1cccc2sc(N(CCCN(C)C)C(=O)c3ccco3)nc12 | 0.2 | -5 | 0.2 | 1 | -6 | -6 | 2 | -2.6 | 0.3
O=C(Nc1ccc(F)c(F)c1)c1ccco1 | 1.0 | -3 | 0.0 | -10 | 5 | -5 | -1 | -0.1 | 0.0
Cc1ccccc1-n1c(=O)n(Cc2ccco2)c(=O)c2[nH]cnc21 | -1.4 | 1 | -4.0 | -4 | -5 | -2 | 2 | 0.3 | -0.3
S=c1[nH]nc(-c2cc(-c3ccco3)[nH]n2)n1-c1cccc2ccccc12 | 11 | 0 | 1.4 | -9 | 16 | -3 | -4 | 2.1 | .
O=C1c2ccccc2-c2ncnc3c(N4CCOCC4)cc(N4CCOCC4)c1c23 | 3.1 | 6 | 2.4 | -6 | -5 | -3 | 1 | -1.4 | 4.9
CCN(CC)S(=O)(=O)c1ccc(N/N=C/c2ccccc2OCC(=O)O)c([N+](=O)[O-])c1 | -1.1 | 1 | -0.8 | -37 | -2 | -3 | 34* | -0.6 | 1.0
CC(OC(=O)c1ccc(Cl)cc1O)C(=O)NCCC1=CCCCC1 (stereo not given) | 0.5 | 13 | -0.6 | -4 | -6 | -4 | -8 | -0.2 | 2.2
COC(=O)C1=C(c2ccc(-c3ccccc3)c(F)c2)C[C@@H]2CC[C@H]1N2C(=O)N1CCc2cc(OC)c(OC)cc2C1 | 2.3 | 27 | 0.0 | -3 | -3 | 1 | 11 | -3.2 | 0.6
COc1ccc(C(CNC(=O)CNC(=O)c2cccc(C)c2)N2CCCCC2)cc1 (stereo not given) | 2.1 | 4 | -1.4 | -7 | -6 | -1 | 8 | -2.8 | 2.4
S=c1[nH]nc(NCCc2ccccc2)s1 | 1.2 | 0 | 0.6 | 3 | 2 | -1 | 0 | -0.6 | 3.6
CCOC(=O)c1c(C)[nH]c(O)c1C=Nc1ccc(C(F)(F)F)cc1 | 1.5 | 0 | 1.6 | -7 | 5 | -6 | 5 | 1.0 | .
CCCCNC(=O)CSc1nc2ccc(N3CCOCC3)cc2c(=O)n1CCc1ccccc1 | 0.6 | -1 | -1.5 | -6 | -8 | -9 | 11 | -3.1 | .
O=C(CCNC(=O)Cn1ccc2ccccc2c1=O)NCCc1ccc(Cl)cc1 | -0.4 | 3 | -0.7 | -5 | -4 | 1 | -16 | -3.2 | 0.7
Cc1ccccc1CN1CCN(c2ccc(Cl)cc2)CC1 | 0.3 | 22 | 0.1 | 3 | 3 | -1 | -2 | -0.7 | 1.0
CSCC[C@H](NC(=O)C1CCN(S(=O)(=O)c2ccc(C)cc2C)CC1)c1nc2ccccc2[nH]1 | 1.2 | 28 | -2.1 | -5 | -11 | -4 | -1 | -0.3 | 0.0
O=C(CSC1=NNC(c2ccccn2)S1)Nc1cccc(Cl)c1 (stereo not given) | 17 | -13 | 4.4 | 3 | ? | -24 | -5 | -0.4 | 0.7
COc1cc(N=Nc2ccccc2C(=O)O)ccc1O | -0.8 | 5 | -1.4 | -16 | -16 | -12 | -5 | -0.8 | -0.9
COc1ccc2nc(SCC(=O)Nc3ccc4[nH]c(=O)[nH]c4c3)[nH]c2c1 | -1.4 | -13 | -1.4 | 0 | -1 | 0 | 10 | -4.5 | 1.3
O=C1N/C(=N\N=C\c2cccs2)SC1Cc1cccc(Cl)c1 (stereo not given) | -1.4 | -7 | 0.2 | -3 | 0 | 0 | -16 | -1.9 | .
CC(C)(C)c1ccc(CNC(=O)C2CCCN2C(=O)Nc2ccccc2)cc1 (stereo not given) | ? | 5 | -1.8 | -2 | -14 | 0 | -7 | . | -0.5
O=C(C(=S)N1CCOCC1)c1c[nH]c2ccccc12 | -1.0 | -5 | -0.5 | -1 | 0 | -2 | 4 | 0.3 | 0.0
COCc1nc2ccccc2n1Cc1ccc(Br)cc1 | 2.0 | 17 | -0.1 | 3 | -11 | -3 | 5 | -5.8 | .
CC(C)C[C@@H](CNCC(=O)[C@H](Cc1c[nH]c2ccccc12)NC(=O)c1[nH]cnc1C(=O)N[C@@H](C)CN)NC(=O)c1nc[nH]c1C(=O)N[C@@H](Cc1ccccc1)C(=O)O | -1.4 | 1 | 0.0 | -1 | 3 | 2 | 2 | -1.7 | 0.7
